Dyrk1A ADPGlo: rat Dyrk1A kinase inhibitors, primary screen, biochemical, single point, plate reader. inhibition, % at 12.5 µM. ADP-Glo luminescence, NFATc1 peptide. Dual specificity tyrosine-phosphorylation-regulated kinase 1A (Rattus norvegicus), Q63470. 310,000 tested, 0.43% active; in the data active means inhibition above about 50%;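 further: plate controls were vehicle with enzyme for no effect and no enzyme for full effect; many of its hits are not listed in these tables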
KCNK3 block: human KCNK3 channel inhibitors, primary screen, CHO cells, FluxOR thallium flux, B-score. 340,000 tested, 0.84% active. FluxOR fluorescence; active compounds read low. B-score at 10 µM. Potassium channel subfamily K member 3 (Homo sapiens), O14649. AID 602410, 2012;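 active means B-score under library mean minus 4 SD, starting fluorescence ratio at most library mean plus 5 SD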;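 further: more negative B-score means stronger inhibition of thallium flux through KCNK3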
Target sequence (O14649 whole entry, looked up): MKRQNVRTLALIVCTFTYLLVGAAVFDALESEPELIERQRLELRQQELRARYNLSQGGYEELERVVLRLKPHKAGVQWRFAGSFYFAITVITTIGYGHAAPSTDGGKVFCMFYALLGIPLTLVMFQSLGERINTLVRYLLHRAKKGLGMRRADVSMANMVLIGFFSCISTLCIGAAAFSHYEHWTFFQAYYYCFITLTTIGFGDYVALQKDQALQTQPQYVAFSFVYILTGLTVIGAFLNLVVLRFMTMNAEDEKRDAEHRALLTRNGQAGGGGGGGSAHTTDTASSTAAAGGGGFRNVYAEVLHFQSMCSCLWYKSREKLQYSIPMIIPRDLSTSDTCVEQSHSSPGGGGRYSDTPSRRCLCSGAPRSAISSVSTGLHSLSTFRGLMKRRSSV
Active calls of the source: *; i = inactive.

Every second line gives: Dyrk1A ADPGlo	KCNK3 block
- CN(CCc1ccccc1)C(=O)c1ccc(NC(=O)Cc2cccc(NC(=O)C3CCN(C(=O)C4CCC4)CC3)c2)cc1
    -1	i
- Fc1cccc(-c2ncc(-c3ccccc3)o2)c1
    -4	i
- C=CCn1c(=O)[nH]c(=O)c2c(N)c(C(=O)c3ccc(OC)cc3)sc21
    9	i
- O=C(NCC1CCCO1)c1ccc2[nH]c3c(c2c1)CCCC3 (configuration not stated)
    0	i
- O=Cc1ccc([B-](F)(F)F)s1
    -13	i
- Nc1c(Br)cc(Br)c2c1-c1ccc([N+](=O)[O-])cc1C2
    -2	i
- COc1ccc2[nH]c3c(c2c1)CCN1C(=O)C(CC(=O)NCCC2=CCCCC2)C[C@H](C(=O)N2CCOCC2)[C@@]31C (some centres not stated)
    8	i
- O=C1NC2(CCCCC2)OC12CCCCC2
    -4	i
- Cc1ccc(CC2(OCCN(C)C)CCC(C(C)(C)C)CC2)cc1 (configuration not stated)
    3	i
- COc1ccc(-c2c(C)cc3oc(=O)cc(-c4ccccc4)c3c2C)cc1C=O
    -1	i
- COc1ccccc1C(=O)OCCc1ccccc1
    -3	i
- Nc1ncnc2[nH]c(=S)[nH]c12
    1	i
- CON1C(=O)CN(C(C)=O)C1c1ccc(Cl)cc1Cl (configuration not stated)
    7	i
- CC1CCCC(C)N1C(=O)CN1C(=O)c2ccccc2S1(=O)=O (configuration not stated)
    7	i
- CC(C)C(=O)Nc1cccc(COc2ccc(CN(Cc3ccccc3)C(=O)OC(C)(C)C)cc2)c1
    -10	i

(further entries)
Every second line gives: Dyrk1A ADPGlo	KCNK3 block
- Cc1ccc(S(=O)(=O)N2CCN(S(=O)(=O)c3ccccc3Br)CC2)cc1
    6	i
- CC[C@]12c3[nH]c4cc(CCC(=O)N(C)C)ccc4c3CCN1C(=O)[C@@H](CC(=O)NCCC1=CCCCC1)C[C@@H]2C(=O)N1CCN(C(=O)c2ccco2)CC1
    -2	i
- O=C(O)CN1CCNCCN(CC(=O)O)CCNCC1
    -3	i
- CC(C)(c1ccc(O)c([N+](=O)[O-])c1)c1ccc(O)c([N+](=O)[O-])c1
    -6	i
- Cc1ccc(CNC(=O)c2ccc(F)c(S(=O)(=O)N3CCOCC3)c2)cc1
    -1	i
- CCOP1(=O)C=C(Sc2ccc([N+](=O)[O-])cc2[N+](=O)[O-])C(C)(C)O1 (configuration not stated)
    -4	i
- COc1cc(C(C)=O)ccc1OCC(=O)Nc1cc(Cl)ccc1-n1cncn1
    2	i
- COc1ccc(CN(C)C(=O)c2cccc(S(=O)(=O)N3CCCc4ccccc43)c2)c(OC)c1OC
    -6	i
- O=C(CCCN1C(=O)c2ccccc2C1=O)Nc1c2c(nc3c1CCC3)CCC2
    -2	i
- CCOc1ccc(NC(=O)N(O)C2(C#N)CCCCC2)cc1
    0	i
- CNC(=O)C1CC(=O)N(c2ccc(OCC(=O)Nc3ccc(F)cc3)cc2)C1 (configuration not stated)
    1	i
- O=C1CCN(c2ccccc2)N1
    2	i
- COc1ccccc1Cn1c(SCC(N)=O)nc2c(oc3ccccc32)c1=O
    0	i
- CCN(CC)C(=O)[C@H]1C[C@H](CC(=O)NCCCOC)C(=O)N2CCc3c([nH]c4cc(-c5ccco5)ccc34)[C@]12C
    1	i
- CCOC(=O)CCC(NC(=O)c1ccc(Nc2nc3ccccc3nc2C(=O)OCC)cc1)C(=O)OCC (configuration not stated)
    -3	i

Next results.
Every second line gives: Dyrk1A ADPGlo	KCNK3 block
- O=C(CNC(=O)OCc1ccccc1)NC(Cc1cnc[nH]1)C(=O)O (configuration not stated)
    5	i
- CCC1(C)CN=C(c2ccccc2)NC1 (configuration not stated)
    2	i
- COc1cccc(-c2nnc(-c3ccc4ccccc4c3)o2)c1
    3	i
- COCCN(C(=O)CSc1nc2ccccc2s1)c1c(N)n(Cc2ccccc2)c(=O)[nH]c1=O
    -1	i
- O=C(O)C(Cc1ccccc1[N+](=O)[O-])N1C(=O)c2ccccc2C1=O (configuration not stated)
    -4	i
- CC[C@]1(C(=O)OC)[C@H]2C(=O)N(Cc3ccccc3)C(=O)[C@H]2[C@H]2CN=C(SCC3CC3)N21
    -1	i
- CN(C)C(=O)CCc1ccc2c3c([nH]c2c1)[C@]1(CCc2ccccc2)[C@@H](C(=O)N2CCCCC2)C[C@H](CC(=O)NCc2cccc(C(F)(F)F)c2)C(=O)N1CC3
    9	i
- Oc1c(Br)cc(CNC2CCCCC2)cc1Br
    1	i
- COc1ccc(S(N)(=O)=O)cc1C(=O)OCC(=O)N1CC(=O)Nc2ccccc21
    13	i
- CCNc1nnc(SCC(=O)NC2CCCCCC2)s1
    17	i
- O=C(C=Cc1ccccc1)NCCNC(=O)C=Cc1ccccc1
    -1	i
- COc1ccc(F)cc1CN1CCN(C(=O)c2ccc(S(=O)(=O)N3CCCCCC3)cc2)CC1
    -2	i
- COc1ccc(CCNC(=O)COC(=O)CSc2ccc(C(N)=O)cc2[N+](=O)[O-])cc1OC
    14	i
- CC(C)(C)OC(=O)C[C@@H]1C/C=C\C[C@H](CC(=O)N[C@H](CO)Cc2ccccc2)C(=O)N[C@H](C(C)(C)C)COC1=O
    -2	i
- CCc1ccc(NC2=CC(=O)C(=O)c3ccccc32)cc1
    -6	i

Compound profiles (already shown). Screens in order: Dyrk1A ADPGlo, KCNK3 block
COCCN(C(=O)CSc1nc2ccccc2s1)c1c(N)n(Cc2ccccc2)c(=O)[nH]c1=O across the screens: -1, i
COc1ccc(CCNC(=O)COC(=O)CSc2ccc(C(N)=O)cc2[N+](=O)[O-])cc1OC across the screens: 14, i
CCC1(C)CN=C(c2ccccc2)NC1 (configuration not stated) across the screens: 2, i

Continuation.
Every second line gives: Dyrk1A ADPGlo	KCNK3 block
- NC(=O)c1ccsc1NC(=O)COC(=O)c1ccc(Cl)cc1
    -4	i
- O=C(CCCCCCCCC(=O)N1CCCCC1)N1CCCCC1
    2	i
- Cc1ccc(C(=O)N2CCC(C(=O)c3ccc(F)cc3)CC2)cc1
    -6	i
- CC(=O)c1ccc(CCCc2ccc(C(C)=O)cc2)cc1
    -5	i
- O=c1[nH]c2ccc(Br)cc2o1
    6	i
- COc1ccc(CC(=O)N[C@@H]2c3cc(OC)c(OC)cc3C[C@H]2OCc2ccccc2)cc1
    -2	i
- O=C(C(c1ccccc1)C(O)c1ccccc1)N1CCOCC1 (configuration not stated)
    1	i
- CCOc1ccc(S(=O)(=O)NCc2cccs2)cc1C(C)C
    2	i
- CC(=O)Oc1cccc2c1C(=O)C1CC=CC(OC(C)=O)C1C2=O (configuration not stated)
    46	i
- Cc1c(NS(=O)(=O)c2cccc(C(=O)NCc3ccco3)c2)c(=O)n(-c2ccccc2)n1C
    -4	i
- CC(C)Cn1nc(C(=O)N2CCc3ccccc32)c2ccccc2c1=O
    4	i
- Cc1ccc(C(=O)NCCCN2CCOCC2)cc1S(=O)(=O)N1CCCCC1
    -8	i
- COc1ccc(-c2cc(=O)c3c(O)c(OC)c(OC)c(OC)c3o2)cc1
    -1	i
- CC12CCC3C(=CCc4cc(O)ccc43)C1CC(=NO)C2O (configuration not stated)
    16	i
- Cc1ccc2cc3c(=O)n(C)cc(C=O)c3nc2c1
    1	i

Additional structures follow:
Every second line gives: Dyrk1A ADPGlo	KCNK3 block
- O=c1c(O)c(-c2ccccc2)oc2cc(O)cc(O)c12
    75*	i
- COc1cccc(NC(=O)CN(C)C(=O)C2=COCCO2)c1
    8	i
- COc1ccc(CC(=O)NCC(=O)N/N=C/c2ccco2)cc1
    0	i
- COC(=O)C1C(OC)=CC(=O)C2CCCCC21 (configuration not stated)
    3	i
- Cc1cccc(Oc2ccccc2NC(=O)CSCC(=O)Nc2cc(C)on2)c1
    3	i
- Cc1ccc(C2CC(=O)Oc3cc(C)cc(C)c32)cc1 (configuration not stated)
    2	i
- CC(C)NC(=O)N(C)C[C@H]1Oc2ccc(NC(=O)CCN3CCOCC3)cc2C(=O)N([C@H](C)CO)C[C@@H]1C
    -4	i
- COc1cc(/C=C(\C(=O)O)c2ccc(S(=O)(=O)N3CCCC3)s2)cc(OC)c1
    -3	i
- CC(C)(C)NC(=O)C(c1ccc(-c2ccccc2)cc1)N(C[C@H]1CC[C@@H]([C@@H]2CC[C@H](CO)O2)O1)C(=O)c1ccccc1F (some centres not stated)
    4	i
- COc1ccccc1/C=C/C(=O)/C=C/c1ccccc1O
    -3	i
- CNC(=O)c1cn2c3c(ccc(Cl)c3c1=O)OC(C)C2 (configuration not stated)
    0	i
- CSCCC(NC(=O)c1cccc(S(=O)(=O)N2CCN(C(C)=O)CC2)c1)c1nc2ccccc2[nH]1 (configuration not stated)
    -1	i
- COc1ccc(C(=O)OCCN2C(=O)c3ccccc3C2=O)cc1OC
    -1	i
- Cc1ccc(NC(=O)CN(C)C(=O)c2ccc(OCc3c(C)noc3C)cc2)cc1
    3	i
- COc1cccc(CN(C)C(=O)c2ccc(NC(=O)CC3SC(N4CCCCC4)=NC3=O)cc2)c1OC (configuration not stated)
    -4	i

Additional records
Every second line gives: Dyrk1A ADPGlo	KCNK3 block
- S=C(Cc1ccccc1)N1CCOCC1
    -7	i
- N#Cc1c2c(c(Nc3ccc(F)cc3)n3c1nc1ccccc13)CCCC2
    3	i
- COC(=O)[C@H](CO)N1C(=O)[C@@H]2[C@H](C1=O)C1C=C[C@H]2C1
    -13	i
- COc1ccccc1CNC(=O)c1cccc(S(=O)(=O)N2CCCC2)c1
    2	i
- Cc1nc2ccccc2c2c(N)cccc12
    4	i
- CC(C)CN1CC(C)C(=O)N(c2ccccc2)C1=S (configuration not stated)
    0	i
- CC(C)C[C@@H](CNCC(=O)[C@H](C)NC(=O)c1[nH]cnc1C(=O)N[C@@H](C)CN)NC(=O)c1nc[nH]c1C(=O)N[C@@H](CC(=O)O)C(=O)O
    -2	i
- CCOC(=O)C1=CN(Cc2ccco2)S(=O)(=O)NC1c1cccc(OC)c1 (configuration not stated)
    1	i
- CCN(C[C@H]1N[C@@](CC)(C(=O)OC)[C@H]2C(=O)N(Cc3ccccc3)C(=O)[C@@H]12)C(=O)Nc1ccc(Cl)cc1
    -3	i
- Cc1cc(O)c2c(c1)C(=O)[C@@]13Oc4c5c(c(O)c6c(O)cc(C)cc46)C(=O)C[C@H](O)[C@H]5[C@@H]1[C@@H](O)CC(=O)C3=C2O
    -3	i
- Cc1c(NS(=O)(=O)c2cccc(C(=O)OCC(=O)c3ccc(Cl)cc3)c2)c(=O)n(-c2ccccc2)n1C
    -2	i
- CC(=O)C1=C(C)NC(C)=C(C(C)=O)C1c1ccc(-c2ccccc2Cl)o1
    7	i
- CC[C@@]1(C(=O)OC)N[C@H](CN(C)C(=O)c2ccc(C)cc2)[C@@H]2C(=O)N(Cc3ccccc3)C(=O)[C@@H]21
    0	i
- CC(=O)Nc1ccc(NC(=O)COC(=O)CCNS(=O)(=O)c2c(Cl)cccc2Cl)cc1
    -5	i
- COc1ccc(C(=O)C=Cc2cccs2)c(O)c1
    0	i

Reprinted at random: two entries already listed
Every second line gives: Dyrk1A ADPGlo	KCNK3 block
- S=C(Cc1ccccc1)N1CCOCC1
    -7	i
- CC(C)C[C@@H](CNCC(=O)[C@H](C)NC(=O)c1[nH]cnc1C(=O)N[C@@H](C)CN)NC(=O)c1nc[nH]c1C(=O)N[C@@H](CC(=O)O)C(=O)O
    -2	i

Later entries.
Every second line gives: Dyrk1A ADPGlo	KCNK3 block
- O=C(CCSCCC(=O)NN=Cc1ccccc1)NN=Cc1ccccc1
    -1	i
- Cc1ccnc(NC(c2ccccc2)c2ccc3cccnc3c2O)c1 (configuration not stated)
    2	i
- COc1ccc(C(CNC(=O)c2ccc(S(=O)(=O)Nc3ccccc3OC)cc2)N2CCCC2)cc1 (configuration not stated)
    11	i
- O=C(COc1ccc(F)cc1Cl)Nc1cccc(S(=O)(=O)N2CCCC2)c1
    0	i
- CN1C[C@@H]2[C@@H]3C(=O)N(Cc4ccccc4)C(=O)[C@@H]3[C@](Cc3ccccc3)(C1=O)N2C(=O)c1ccc(Br)cc1
    -3	i
- Clc1ccc(CNc2ncnc3[nH]ncc23)c(Cl)c1
    1	i
- Cc1c(Cc2ccccc2)c(=O)[nH]c(=O)n1C
    -3	i
- CCOC(=O)NC1=NCC(C)(C)S1
    0	i
- Cc1cc(C=O)c(C)c2c1[nH]c1ccccc12
    24	i
- O=C(Cn1cc(COc2ccc(C(=O)c3ccccc3)cc2)nn1)c1ccc(O)cc1
    12	i
- C[C@@H](c1ccccc1)N1C[C@H]2CCCN2c2cc(Br)ccc2S1(=O)=O
    -3	i
- C/C=C/c1ccc(OCC(=O)OCC(=O)NC2CC2)c(OC)c1
    3	i
- COc1ccc(CNC(=O)C[C@H]2C[C@H](C(=O)N3CCOCC3)[C@@]3(CCC4CCCC4)c4[nH]c5cc(CCC(=O)N(C)C)ccc5c4CCN3C2=O)cc1OC
    6	i
- O=C1[C@@H](Oc2ccccc2)[C@@H](c2cccnc2)N1c1ccccc1
    -3	i
- CCN(CC)c1ccc(/C=C2\CCC(/C=C(/C#N)C(=O)Nc3ccccc3F)=C2N2CCOCC2)cc1
    -2	i

The results go on:
Every second line gives: Dyrk1A ADPGlo	KCNK3 block
- CCCCP(=O)(c1ccccn1)c1ccccn1
    10	i
- C#CCNCCS(=O)(=O)N(Cc1ccc(Br)cc1)[C@@H](C)C(=O)O
    -13	i
- O=C1C[C@@H]2c3c(cccc3CN1Cc1ccc(Cl)cc1)C[C@@H](O)[C@H]2O
    -28	i
- Cn1c(=O)[nH]c(=O)c2c1nc(N1CCN(C(=O)c3ccco3)CC1)n2CCCSc1ncccn1
    -7	i
- Cc1ccccc1C1CC(=O)Oc2cc(O)ccc21 (configuration not stated)
    2	i
- Cn1c(/C=C(\C#N)C(N)=S)ccc1-c1ccc(Br)cc1
    -2	i
- C=CC[C@@H](Cc1ccc(F)cc1)C(=O)OC[C@H]1CCCN1C(=O)[C@@H](CC=C)CC(=O)N[C@@H](CO)Cc1ccccc1
    -1	i
- O=C1OCCN1C(=O)[C@H]1[C@H](c2ccc([N+](=O)[O-])cc2)C(c2ccccc2)=NN1c1ccc(Br)cc1
    -4	i

Only part of the results is shown. The share of hits here may be higher or lower than overall.
